TDP1 cell CPT – growth inhibition of DT40 Tdp1-/-;hTDP1 cells with camptothecin (screen for TDP1 inhibitors) | chicken DT40 Tdp1-/-;hTDP1 cells + 20 nM CPT, ATP luminescence, 48 h | Potency, µM (top dose mostly 46.2 µM), for inactives: at the top dose activity change, negative = growth inhibition, most hits filed as inhibitors | 420,000 compounds, 12% hits; note: nearly all actives have a fitted effect of over 55% in size
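Chicken DT40 Tdp1-/- cells stably complemented with human TDP1 were seeded at 400 cells/well in medium containing 20 nM camptothecin, exposed to pin-transferred compounds, and grown at 37 °C for at least 48 hr. Viability was read as ATP luminescence.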
TDP1 block – blocks human tyrosyl-DNA phosphodiesterase 1. recombinant TDP1, AlphaScreen DNA substrate cleavage. Potency, µM (series often up to 130 µM), inactives show at the highest dose activity change, negative = inhibition, usual class: inhibitors. 350,000 compounds, 0.28% hits. AID 485290; note: nearly all actives have a fitted effect of over 40% in size
Target sequence (Q9NUW8 whole entry, looked up): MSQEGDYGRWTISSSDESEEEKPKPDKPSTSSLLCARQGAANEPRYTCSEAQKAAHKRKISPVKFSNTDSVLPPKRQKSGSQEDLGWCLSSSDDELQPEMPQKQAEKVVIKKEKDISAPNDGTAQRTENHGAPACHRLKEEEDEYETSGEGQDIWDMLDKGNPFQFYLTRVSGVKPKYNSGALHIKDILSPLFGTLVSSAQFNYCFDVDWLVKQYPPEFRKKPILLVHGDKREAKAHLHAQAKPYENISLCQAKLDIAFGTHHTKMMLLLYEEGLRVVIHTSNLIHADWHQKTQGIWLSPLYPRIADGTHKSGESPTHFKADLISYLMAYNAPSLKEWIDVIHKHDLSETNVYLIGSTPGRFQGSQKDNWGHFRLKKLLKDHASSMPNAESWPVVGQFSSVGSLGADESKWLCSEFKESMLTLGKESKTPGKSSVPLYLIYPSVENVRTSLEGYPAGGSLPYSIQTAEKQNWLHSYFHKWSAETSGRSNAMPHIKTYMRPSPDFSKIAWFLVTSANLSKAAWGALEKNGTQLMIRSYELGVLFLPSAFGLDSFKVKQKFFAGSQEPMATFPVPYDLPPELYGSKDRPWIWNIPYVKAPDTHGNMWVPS
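AlphaScreen read-out: signal falls as enzyme removes the 3' tyrosine-FITC from a 5'-biotinylated DNA oligo (15 nM, 5 min, RT). Enzyme was E. coli-made recombinant Tdp1 at 1 nM, exposed to compound for 15 min beforehand; beads 10 ug/ml, 10 min.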
TDP1 cell noCPT – qHTS for Inhibitors of human tyrosyl-DNA phosphodiesterase 1 (TDP1): qHTS in cells in absence of CPT. DT40 Tdp1-/- hTDP1 cells, no CPT, ATP luminescence, 48 h. Potency, µM (highest dose often 46.2 µM), for the others: at the highest dose activity change, negative = growth inhibition, hits mostly inhibitors. 420,000 compounds, 15% hits; note: nearly all actives have a fitted effect of over 55% in size
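Chicken DT40 Tdp1-/- cells stably complemented with human TDP1 were seeded at 400 cells/well with DMSO in place of 20 nM camptothecin. After compound pinning, cells grew at least 48 hr at 37 °C; viability read by CellTiter-Glo luminescence.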
* = called active by the depositor; u = inconclusive; x = no result given; & = joins results of further samples; [ ] = remark or other dose. Calls come from the whole dose curve; as a rule, active = well fitted curve in the direction sought with a large enough effect; inconclusive = small, poorly fitted or top-dose-only effect, or another doubt; inactive = no such curve, though single readings can be large; an effect the other way counts as inactive or inconclusive. % is set by controls: 0 for no effect and ±100 for the full control effect; potency is the fitted concentration of half-maximal effect. Rows were taken by chance; any-hit rate near 18%.

Preview:
SMILES	TDP1 cell CPT	TDP1 block	TDP1 cell noCPT
Fc1nc(N2CCCC2)c(F)c(Oc2ccccc2Oc2c(F)c(F)nc(N3CCCC3)c2F)c1F	-12%	-1%	2%
C/C(=N\NC(=S)NC(C)C)c1ccc(Cl)s1	15µM*	0%	5.8µM*
CCCNC(=O)COC(=O)/C=C/c1cccc(F)c1	2%	-1%	-2%

The whole of this part, from the start:
SMILES	TDP1 cell CPT	TDP1 block	TDP1 cell noCPT
Fc1nc(N2CCCC2)c(F)c(Oc2ccccc2Oc2c(F)c(F)nc(N3CCCC3)c2F)c1F	-12%	-1%	2%
C/C(=N\NC(=S)NC(C)C)c1ccc(Cl)s1	15µM*	0%	5.8µM*
CCCNC(=O)COC(=O)/C=C/c1cccc(F)c1	2%	-1%	-2%
O=S(=O)(Cc1ccccc1)Nc1ccc(S(=O)(=O)N2CCCC2)cc1	5%	-2%	2%
Cc1ccc(C(=O)Nc2ccccc2C(=O)NC(Cc2c[nH]c3ccccc23)C(=O)O)cc1 (centres undefined)	-6%	6%	7%
CCOC(=O)C1CCN(C2CCN(Cc3nc(-c4ccccc4)no3)CC2)CC1	u	x	u
CCOC(=O)N=Nc1c2ccccc2c2nc3no[nH]c3nc12	0.41µM*	0%	1.3µM*
Cc1cccc(SCc2noc(C(=O)NCC3CCCO3)c2C(=O)O)c1 (centres undefined)	4%	3%	-15%
COc1ccc(CN2CCN(Cc3csc(C(C)=O)c3)CC2CCO)c(C)c1C (centres undefined)	-10%	0%	10µM*
CCN(CC)CCNC(C(=O)Nc1cccc(C(C)=O)c1)c1ccccc1 (centres undefined)	12%	-1%	u
CCN(CC)CCCNc1nc(-c2ccccc2)nc2ccccc12	u	2%	u
O=C(NCc1cccs1)[C@@H]1CCCN1S(=O)(=O)c1ccccc1F	5%	x	-25%
Cc1c(C)n(CCCN(C)C)c2ncnc(Nc3ccccc3)c12	14%	x	23%
O=C1CC(C(=O)N2CCN(c3ccccn3)CC2)CN1Cc1ccccc1Cl (centres undefined)	-2%	x	-3%
CCOC(=O)C1CCCN(C(=O)CCCn2nnnc2CN2CCC(C)CC2)C1 (centres undefined)	-12%	0%	11%
O=C(C[n+]1cccc(NC(=O)c2ccccc2)c1)c1cccc([N+](=O)[O-])c1	u	1%	u
CC(C)CC(=O)Nc1ccc(-c2cn3cccnc3n2)cc1	-27%	x	-18%
Cc1cc(C)c2c(n1)sc1c(=O)n(CC(=O)c3ccccc3)cnc12	u	x	-24%
COc1ccc(N2CCN(CC(O)COC(c3ccc(F)cc3)c3ccc(F)cc3)CC2)cc1 (centres undefined)	18µM*	x	29µM*
Cc1c(NC(=S)NC(=O)c2ccc(-c3ccc(Cl)cc3)o2)cccc1C(=O)O	3%	0%	5%
O=[N+]([O-])c1ccc(N/N=C/c2ccccc2O)cc1	13µM*	x	8.2µM*
COCCNC(=O)COc1ccc(C)cc1C(=O)c1cc(C#N)c(=O)n(C2CC2)c1	1%	-4%	-13%
Clc1ccc(-c2cnc3n2CCCCC3)cc1	15µM*	5%	9.2µM*
NNC(=O)c1csc(-c2ccc(C(F)(F)F)cc2Cl)n1	-4%	-6%	-17%
Cc1ccc(Cn2c(=O)c3cccnc3n(Cc3ccc(C)cc3)c2=O)cc1	-27%	2%	-19%
SMILES	TDP1 cell CPT	TDP1 block	TDP1 cell noCPT
COc1ccc(-n2cc(C(=O)NCc3ccc(Cl)cc3)c3ccccc3c2=O)cc1	u	0%	u
O=C(NCCCl)Nc1cccc(Br)c1	0%	3%	-5%
COc1ccccc1N1CCN(C2CCCN(C(=O)c3ccoc3)C2)CC1 (centres undefined)	11%	1%	u
CCOC(=O)N1CCc2cc(OC)c(OC)c3c2c1cc1cc(OC)c(OC)cc13	u	x	12µM*
CCN(CC)C(=S)SC1CCCCN(C(=O)c2ccccc2)C1=O (centres undefined)	18µM*	-4%	-2%
CCCc1cc(=O)oc2c(C)c(OS(C)(=O)=O)ccc12	-26%	x	u
COc1cc(OC)cc(C(=O)NNC(=O)c2cc(=O)[nH]c3ccccc23)c1	-11%	x	-15%
Cc1ccccc1N1C(=O)N(c2cccc(C(F)(F)F)c2)C2CS(=O)(=O)CC21 (centres undefined)	-18%	4%	2%
Cc1ccc([N+](=O)[O-])cc1N/C=C/C(=O)c1ccco1	u	0%	21µM*
COC(=O)[C@H](C)NC(=O)NCc1ccco1	5%	1%	-2%
Cc1ccc([N+](=O)[O-])cc1S(=O)(=O)NCCc1cn2ccccc2n1	-2%	-1%	-23%
CCCCn1c(N)c(N(Cc2ccccc2OC)C(=O)C(C)Oc2ccc(F)cc2)c(=O)[nH]c1=O (centres undefined)	-19%	-3%[0.505 µM]	-3%
CC[C@@](N)(C(=O)O)c1ccc(C(=O)O)cc1	-3%	6%	-1%
O=C(NC1CC(=O)N(c2ccc(F)cc2)C1)C(c1ccccc1)c1ccccc1 (centres undefined)	u	5%	u
CC(C)(C)NC(=S)NC(=O)C12CCC3CC(CC(C3)C1)C2	u	6%	-16%
CCCCCCCCCCCCC(O)C(=O)O (centres undefined)	15%[4.12 µM]	9%&9%	-6%[4.12 µM]
COc1ccc(CCNC(=O)C2CCN(S(=O)(=O)c3ccc(C)cc3)CC2)cc1OC	-13%	4%	-1%
Cc1ccccc1/C=N/Nc1ccnc2cc(Cl)ccc12	10µM*	1%	u
CCOc1ccccc1OCC(=O)OCC(=O)Nc1ncc(Cl)cc1Cl	-17%	5%	-8%
Cn1c(=O)oc2cc(S(=O)(=O)Nc3cccc([N+](=O)[O-])c3)ccc21	15%	x	-24%
C=CC(C)(C)c1[nH]cnc1/C=C1\NC(=O)C(C(C)C)NC1=O (centres undefined)	12µM*	x	16µM*
CS(=O)(=O)N(Cc1ccc(Cl)cc1)c1ccc(C(=O)NCCSc2ccccn2)cc1	u	2%	u
O=C1c2ccccc2C(c2nnnn2-c2ccc3c(c2)OCCO3)N1Cc1ccccc1 (centres undefined)	u	x	u
COC(=O)C1CN(C(=O)C(C)Oc2ccc(C(C)C)cc2)c2ccccc2O1 (centres undefined)	-23%	x	u
Cc1ccccc1OCC(=O)Nc1ccc(N2CCN(C)CC2)c(Cl)c1	u	0%[0.0935 µM]	15µM*

Arranged by number of heavy atoms (falling): five of the compounds above
SMILES	TDP1 cell CPT	TDP1 block	TDP1 cell noCPT
CCCCn1c(N)c(N(Cc2ccccc2OC)C(=O)C(C)Oc2ccc(F)cc2)c(=O)[nH]c1=O (centres undefined)	-19%	-3%[0.505 µM]	-3%
CS(=O)(=O)N(Cc1ccc(Cl)cc1)c1ccc(C(=O)NCCSc2ccccn2)cc1	u	2%	u
Cc1ccccc1/C=N/Nc1ccnc2cc(Cl)ccc12	10µM*	1%	u
CCCc1cc(=O)oc2c(C)c(OS(C)(=O)=O)ccc12	-26%	x	u
CC[C@@](N)(C(=O)O)c1ccc(C(=O)O)cc1	-3%	6%	-1%

Next section
SMILES	TDP1 cell CPT	TDP1 block	TDP1 cell noCPT
O=C(Nc1ccc(N2CCOCC2)cc1)c1ccc2nc(-c3ccco3)c(-c3ccco3)nc2c1	-26%	6%	u
O=C(COc1ccc2c3c(c(=O)oc2c1)CCC3)NCc1cccnc1	17%	3%	19%
Cc1cccc(NC(=O)Cn2c(=O)n(CCc3ccccc3)c(=O)c3ccccc32)c1	-19%	2%	u
Cc1cc(C)n(CCC(=O)N=Nc2c(O)[nH]c3ccccc23)n1	5%	-1%	9%
O=C(C1=C[C@@H](c2csc3ccccc23)C[C@@H](OCc2ccc(CO)cc2)O1)N1CCOCC1	u	5%	-24%
Cc1ccc([N+](=O)[O-])cc1S(=O)(=O)Nc1cccc(-c2ccc(N3CCOCC3)nn2)c1	-14%	-7%[0.505 µM]	u
O=C(Nc1cccn2ncnc12)c1ccc(Cl)cc1Cl	-5%	2%	-12%
O=C(NCc1ccco1)c1ccc([N+](=O)[O-])o1	u	x	u
COc1ccc(C(=O)Nc2ccccc2C(=O)Nc2cccnc2)cc1	-14%	x	u
COc1ccc(NS(=O)(=O)c2cc(NC(=O)CCc3ccc(OC)c(OC)c3)ccc2N2CCOCC2)cc1	-28%	x	5%
Cc1ccnc(SC2CC(=O)N(c3ccc([N+](=O)[O-])cc3)C2=O)n1 (centres undefined)	u	5%	u
CC(/C=C/C=C/c1ccccc1)=N/NC(=O)C(O)c1ccccc1 (centres undefined)	-9%	x	18µM*
CCOc1ccccc1OCC(=O)Nc1c(C)n(C)n(-c2ccccc2)c1=O	1%	2%	-8%
Cc1ccc(CNS(=O)(=O)c2ccc3c(c2)NC(=O)CO3)cc1	u	5%	-1%
CCc1ccccc1NC(=O)CN(c1ccc(OC)cc1OC)S(=O)(=O)c1ccccc1	21µM*	x	u
COc1ccc(NC(=O)c2cc(S(=O)(=O)N3CCc4ccccc43)cn2C)c(OC)c1	u	x	u
COc1ccc(C(=O)Nc2cc([N+](=O)[O-])ccc2N2CCN(C)CC2)cc1	11µM*	5%	u
O=C(COc1ccccc1F)Nc1cc(S(=O)(=O)Nc2cccc(Cl)c2)ccc1O	u	-1%	u
CN(C)S(=O)(=O)c1ccc(N2CCCC2)c(C(=O)N2CCN(S(=O)(=O)c3ccc(F)cc3)CC2)c1	-9%	0%	-23%
Cc1cc(NC(=O)CCC(=O)N(CC(=O)NC2CCCC2)Cc2ccc3c(c2)OCO3)no1	u	0%	u
COc1ccc(C(C(=O)NC(C)(C)C)N(Cc2cccnc2)C(=O)CCC(=O)Nc2cc(C)on2)cc1 (centres undefined)	9%	0%	-15%
Cc1noc(/C=C/c2cccs2)c1S(=O)(=O)N1CCC(C(=O)NCCCN2CCCC(C)C2)CC1 (centres undefined)	u	-1%	u
COc1ccc([N+](=O)[O-])cc1NC(=O)C(C)Sc1nc(-c2ccccc2)cs1 (centres undefined)	18µM*	5%	u
CCCCCCN1C=C/C(=C\C=C(C#N)C#N)c2ccccc21	u	3%	23µM*
CC(C)CC(NC(=O)c1cccc(Cl)c1)C(=O)O (centres undefined)	-2%	3%	-6%
SMILES	TDP1 cell CPT	TDP1 block	TDP1 cell noCPT
Cc1ccc2nc(NC(=O)CSc3nccn3Cc3ccc(F)cc3)sc2c1	16µM*	8%	18µM*
CN1CCN([C@H]2CS(=O)(=O)N[C@@H]2COCc2ccccc2)CC1	u	x	4%
Cc1ccc(S(=O)(=O)N2CCCN(S(=O)(=O)c3ccc4c(c3)OCCO4)CC2)cc1	11µM*	5%	11µM*
O=C1NC(=O)c2cc(Nc3ccccc3)c(Nc3ccccc3)cc21	u	17%	13µM*
COC(=O)c1ccc(NC(=O)CSc2nn3c(=O)c(C)nnc3s2)cc1	-16%	3%	-29%
C[C@H]1CCCCO[C@H](CN(C)C(=O)C2CCCCC2)[C@@H](C)CN([C@@H](C)CO)C(=O)c2cc(NC(=O)NC3CCCCC3)ccc2O1	21µM*	x	21µM*
COc1ccc(/C=N/NC(=O)CNC(=O)/C=C/c2ccccc2OC)cc1	4%	x	-12%
Cc1ccc2c(c1)N(S(=O)(=O)c1cc(-c3onc(C)c3C)ccc1C)CCO2	23µM*	-7%&5%	9.2µM*
Cc1ccc(NCc2n[nH]c(=S)n2-c2ccccc2)cc1	2%	1%	1%
CCCC1CCC(=C(C#N)C(N)=O)CC1 (centres undefined)	20%	5%	24%
COc1ccc(CCNC(=O)c2cc3n(n2)CCCN(Cc2ccc(C)cc2)C3=O)cc1OC	u	1%	21µM*
CC(C)(C)C(=O)Nc1ccc(-c2cc3cc(Cl)ccc3o2)cc1	-29%	x	-26%
COc1ccc(C(CNC(=O)c2cccc(S(=O)(=O)Nc3cccc(C)c3)c2)N2CCOCC2)cc1 (centres undefined)	u	4%	u
O=C(CNS(=O)(=O)c1ccc(Br)cc1)NCc1cccnc1	21%	1%	-8%
CCc1ccc(N2C(=O)C3C4CCC(C4=C(C)C)C3C2=O)cc1 (centres undefined)	-9%	-3%	-23%
CCOC(=O)C1Cc2ccccc2CN1 (centres undefined)	-5%	3%	-1%
O=C1CN(C(=O)COC(=O)c2ccc(Br)o2)c2ccccc2N1	9%	-18%	3%
CC1(c2nnnn2-c2ccc3c(c2)OCCO3)CCC(=O)N1C1CCN(Cc2ccccc2)CC1 (centres undefined)	0%	x	-30%
COc1ccc(NC(=O)CC2C(=O)N(c3ccc(C)cc3)C(=O)N2CCc2ccccc2)cc1 (centres undefined)	15µM*	6%	15µM*

In the list so far, these have a cyano group.
SMILES	TDP1 cell CPT	TDP1 block	TDP1 cell noCPT
COCCNC(=O)COc1ccc(C)cc1C(=O)c1cc(C#N)c(=O)n(C2CC2)c1	1%	-4%	-13%
CCCCCCN1C=C/C(=C\C=C(C#N)C#N)c2ccccc21	u	3%	23µM*
CCCC1CCC(=C(C#N)C(N)=O)CC1 (centres undefined)	20%	5%	24%

Screening data: PubChem BioAssay, National Center for Advancing Translational Sciences (NCATS)
